Screening results deposited in PubChem by National Center for Advancing Translational Sciences (NCATS).
D2 antagonist: D2 dopamine receptor (human) antagonism. hit rate 2% among 340,000. inhibition, % at 10 µM. AID 485344. HEK293 TREx D2 cells, calcium flux, dopamine EC80. P14416; in the data active = inhibition above about 30%; also: 0% is about no effect
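In this primary screen, negative modulation is detected by tracking calcium flux after an EC80 dopamine challenge in inducible HEK293 T-REx D2 cells preexposed to test compound for 180 s.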
LDHA block: blocks human lactate dehydrogenase A; hit rate 0.15% among 480,000; purified LDHA, NADH/diaphorase-resazurin fluorescence; active compounds read low; activity change, % (values are at about 110 or 230 µM); P00338; AID 1347041; in the data active = activity change below about -30%; inconclusive = mostly about -25% to -30%;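 also: plate controls were DMSO wells for no effect and wells without enzyme for full effect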
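Enzyme activity of human lactate dehydrogenase 5 (2 nM; 0.06 mM NADH, 0.2 mM pyruvate, 5 min, RT) is measured via a resazurin/diaphorase fluorescence readout of residual NADH.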
D2 agonist: activates the human D2 dopamine receptor; P14416; HEK293 T-REx D2 cells, calcium flux agonist mode; activation, % at 2 µM; hit rate 0.53% among 340,000; AID 485358;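 active = activation over 3 SD above normal in the single-dose calcium agonist read, cut at about 30% in these data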; also: 0% is about no effect
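Calcium-flux readout, 1 cycle/sec over 180 s following compound pin transfer, in inducible HEK293 Trex D2 cells (force-coupled); dopamine controls included. Positive calcium responses during this window marked compounds as potential agonists.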
Vif-APOBEC3G blk: inhibitors of Vif-APOBEC3G interaction. Potency, µM (titrated, usually from 46.1 µM), without a hit: at the highest dose activity, negative = active, usual class: inhibitors. AID 602310. hit rate 0.076% among 410,000. HeLa A3G-eYFP + Vif (tagged APOBEC3G with the HIV-1 protein that degrades it), YFP fluorescence, overnight;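 also: potency is read from the fitted curve at half-maximal effect; % is scaled to controls: 0 for no effect and ±100 for the full control effect; nearly all actives have a fitted effect of over 60% in size; hits raise eYFP signal because A3G escapes Vif-driven loss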
Target sequence (Q9HC16 whole entry, looked up): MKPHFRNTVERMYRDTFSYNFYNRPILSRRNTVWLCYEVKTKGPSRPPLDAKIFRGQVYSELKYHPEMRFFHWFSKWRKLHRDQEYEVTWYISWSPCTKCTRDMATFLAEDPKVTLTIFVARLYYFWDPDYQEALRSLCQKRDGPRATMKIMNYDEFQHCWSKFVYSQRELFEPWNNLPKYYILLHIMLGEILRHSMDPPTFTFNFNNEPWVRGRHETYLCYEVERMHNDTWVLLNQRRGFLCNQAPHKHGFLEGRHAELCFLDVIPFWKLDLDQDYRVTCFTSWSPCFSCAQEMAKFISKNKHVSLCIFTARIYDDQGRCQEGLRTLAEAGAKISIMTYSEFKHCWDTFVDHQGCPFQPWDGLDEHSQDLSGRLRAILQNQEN
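Read-out is eYFP fluorescence (Ex 488/Em 500-530) from Vif-expressing HeLa A3G-eYFP cells; more signal means A3G escaped Vif-mediated degradation. Cells plated overnight, compound pinned in, incubated overnight at 37 deg C.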
Vif-A3F inh: Vif-A3F binding inhibition. HeLa A3F-eYFP + Vif (tagged APOBEC3F with the HIV-1 protein that degrades it), YFP fluorescence increase. Potency, µM (series often up to 46.1 µM), inactives show at the top dose activity, negative = active. hit rate 0.2% among 390,000; also: potency is read from the fitted curve at half-maximal effect; % of control where 0% means no effect; nearly all actives have a fitted effect of over 65% in size
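HeLa cells stably expressing Vif plus C-terminally eYFP-tagged A3F were seeded, incubated overnight at 37 deg C, dosed with compound, incubated overnight again at 37 deg C. Yellow fluorescence (Ex 488/Em 500-530) reported blocked Vif-mediated A3F-eYFP degradation.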
RGS4 inh: inhibitors of human regulator of G protein signaling 4; Potency, µM (titrated, usually from 114 µM), without a hit: at the top dose activity change, negative = inhibition, actives largely listed as inhibitors; AID 504845; P49798; hit rate 0.039% among 390,000; Transcreener GDP fluorescence polarization, RGS4-accelerated GTP hydrolysis; also: potency is read from the fitted curve at half-maximal effect; % is scaled to controls: 0 for no effect and ±100 for the full control effect; nearly all actives have a fitted effect of over 75% in size; some results filed as inactive show a strong effect at the top dose
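MLSMR compounds (23 nl, pin-transferred) preincubated 10 min at room temperature with a 500nM (2x) first reagent, then RGS4 at 900nM (2x) plus Transcreener GDP mix added; fluorescence polarization (620/688 nm) read before and after 90 min at 30 °C.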
ERG-DNA inh: blocks human ERG Ets domain binding to DNA | P11308 | fluorescence polarization, His-ERG Ets domain / labelled DNA | Potency, µM (series often up to 76.9 µM), inactives show at the top dose FP activity, negative = inhibition, most hits filed as inhibitors | hit rate 0.028% among 370,000 | AID 624246; active = well fitted inhibition curve with a large enough effect in the polarisation, with a control signal flat; inconclusive = small, poorly fitted or top-dose-only effect, or effect the other way, or a change in a side signal; inactive = no such curve, though single readings can be large or run the other way; the % refers to the polarisation;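 also: polarization taken with two DNA probes labelled with fluorescein and Texas red; potency is read from the fitted curve at half-maximal effect; % of control where 0% means no effect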
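His-tagged ERG Ets domain (1 uM in the protein solution; 300mM KCl, 50mM Tris-HCl, 1mM EDTA, 1mM DTT, pH 7.5) received compound, then a probe mix of 5 nM fluorescein-DNA and 100nM Texas-615-DNA. Fluorescence polarization was read for both dyes.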
GRP78 ERSR act: inducers of ER stress response in human glioma cells; hit rate 0.02% among 420,000; U87-MG GRP78 promoter luciferase reporter, 16 h; AID 602332; Potency, µM, without a hit: top-dose activation, actives largely listed as activators; also: potency is read from the fitted curve at half-maximal effect; series mostly up to about 76 µM; % of control where 0% means no effect; nearly all actives have a fitted effect of over 35% in size
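Stably transfected U87-MG glioma cells carrying a GRP78-based luciferase sensor; 16 h compound incubation. Luminescence end-point read 10 min after Bright-Glo addition at room temperature.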
12-LOX inh: inhibitors of human 12S-lipoxygenase ALOX12; P18054; purified 12hLO, xylenol orange hydroperoxide absorbance; Potency, µM (titrated, usually from 108 µM), for inactives: at the top dose activity change, negative = inhibition, hits mostly inhibitors; hit rate 1.1% among 580,000; also: potency is read from the fitted curve at half-maximal effect; % is scaled to controls: 0 for no effect and ±100 for the full control effect
Target sequence (P18054 whole entry, looked up): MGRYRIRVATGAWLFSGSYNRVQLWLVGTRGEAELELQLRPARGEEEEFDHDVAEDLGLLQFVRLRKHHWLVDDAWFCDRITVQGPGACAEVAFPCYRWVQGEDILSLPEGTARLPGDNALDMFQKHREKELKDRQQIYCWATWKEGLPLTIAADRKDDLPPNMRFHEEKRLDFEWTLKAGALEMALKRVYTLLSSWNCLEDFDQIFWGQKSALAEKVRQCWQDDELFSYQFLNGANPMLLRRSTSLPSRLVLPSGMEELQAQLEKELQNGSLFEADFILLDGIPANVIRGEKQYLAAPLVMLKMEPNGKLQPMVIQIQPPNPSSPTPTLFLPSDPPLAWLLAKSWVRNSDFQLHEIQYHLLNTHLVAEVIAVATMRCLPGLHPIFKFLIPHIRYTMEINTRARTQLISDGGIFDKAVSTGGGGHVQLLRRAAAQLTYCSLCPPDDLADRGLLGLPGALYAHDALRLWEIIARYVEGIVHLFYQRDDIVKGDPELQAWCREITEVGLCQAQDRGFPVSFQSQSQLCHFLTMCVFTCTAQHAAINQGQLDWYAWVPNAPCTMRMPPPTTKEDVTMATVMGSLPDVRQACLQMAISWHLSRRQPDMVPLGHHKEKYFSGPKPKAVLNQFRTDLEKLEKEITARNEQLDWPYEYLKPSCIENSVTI
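Purified human 12hLO at 150 nM in 25 mM Hepes, 0.01% Triton X-100, pH 7.0, preincubated 15 min at room temperature with compound. Reaction started with 40 uM arachidonic acid, 30 min at room temperature. Hydroperoxide measured by Fe-xylenol orange, 573/405 nm absorbance ratio.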
* = called active by the depositor; ? = inconclusive; . = no result given; & = joins results of further samples; [ ] = remark or other dose. Unless noted, calls follow the shape of the dose curve; as a rule, active = well fitted curve in the direction sought with a large enough effect; inconclusive = small, poorly fitted or top-dose-only effect, or another doubt; inactive = no such curve, though single readings can be large; an effect the other way counts as inactive or inconclusive.

SMILES	D2 antagonist	LDHA block	D2 agonist	Vif-APOBEC3G blk	Vif-A3F inh	RGS4 inh	ERG-DNA inh	GRP78 ERSR act	12-LOX inh
CCOc1ccccc1N1CC(C(=O)NNC(=O)c2ccc(F)cc2)CC1=O (centres undefined)	.	-3	.	-1%	-17%	-38%	-9%	-4%	-16%
CCN(CC)CCNc1nc(-c2ccco2)c2c(c1C#N)CC(C)(C)OC2	11	0	-0.4	-3%	-4%	12%	5%	-3%	-8%
O=C(COC(=O)c1ccc(Cl)c(S(=O)(=O)N2CCN(c3ccc(F)cc3)CC2)c1)Nc1cccc(Cl)c1	12	0	0.9	0%	2%	12%	20%	-4%	-11%
COc1cc(OC)cc(C(=O)NCc2nc(-c3ccccc3)no2)c1	-6	-3	0.0	-1%	2%	30%	.	2%	?
CCCNC(=O)C1(C)CCCN(Cc2cccc(C#N)c2)C1 (centres undefined)	.	-9	.	3%	.	.	.	-7%	1%
O=C(O)c1ccccc1C(=O)NCC(O)COCC1CC=CCC1 (centres undefined)	5	-3	-0.2	1%	-5%	-5%	-9%	0%	21%
C=CCn1c(=N)n(CC(=O)c2ccc(Br)s2)c2ccccc21	0	-14	-0.3	1%	-11%	16%[11.4 µM]	-4%	-4%	-20%
CCOC(=O)Cn1nnnc1C(CC)N(Cc1ccccc1)Cc1cc2cc(C)ccc2[nH]c1=O (centres undefined)	-12	-4	-0.3	0%	-21%	8%	-2%	-3%	-21%
Cc1cc(C(=O)COC(=O)CNC(=O)c2ccc(F)cc2)c(C)n1Cc1ccco1	0	-2	0.4	0%	4%	15%	-5%	2%	8%
Cn1cc(C(=O)C(=O)NCCc2ccccc2)c2ccccc21	.	-5&6	.	-4%	-3%	-7%	-4%	0%	0%&-2%
CC1CCN(CCCN2C(=O)C3C(C(=O)Nc4ccc(Cl)cc4)C4C=CC3(O4)C2C(=O)NC2CCCCC2)CC1 (centres undefined)	-19	-3	-0.2	3%	4%	-10%	3%	1%	25%
COc1cc(C2c3[nH]c4ccccc4c3C[C@H]3C(=O)N(C4CC4)CC(=O)N23)ccc1OC(C)C (some centres undefined)	7	-1	1.7	-7%	-8%	-14%	-15%	-4%	3%
COc1cc(OC)c(-c2cc(C(=O)NCc3ccc(F)cc3)c3c(-c4ccccc4)[nH]nc3n2)cc1OC	.	0	0.5	?	?	2%	1%	-10%	-3%
Cc1ccccc1NC(=O)CSc1nnc(COc2ccc(Cl)cc2)o1	.	-9	-0.5	2%	4%	17%	2%	-5%	-24%
O=C(c1cccn1-c1nnc(N2CCCCC2)s1)N1CCN(c2ccc(Cl)cc2)CC1	.	4	0.0	3%	-5%	7%	3%	0%	-4%
Cc1cc(C)n2nc(S(=O)(=O)NC3CCCCC3)nc2n1	-13	-12	1.5	-3%	-3%	-3%	4%	-7%	378%[activator]
C=CCOc1ccc(/C=C(\C#N)C(=O)Nc2ccccn2)cc1	-25	2	0.2	0%	1%	21%	2%	2%	?
Nc1cc(N)nc(SCC(=O)NC(=O)NC2CCCC2)n1	.	-10	.	0%	-10%	-8%	-4%	-4%	-11%
O=C(Nc1cc(C(F)(F)F)ccc1Cl)c1cccnc1	7	-4	-0.2	5%	12%	-6%[56.9 µM]	5%	0%	-2%
Cc1cc(C(=O)Nc2cccc(C(=O)O)c2)c(C)o1	-7	-4	0.4	0%	-10%	26%	2%	-6%	-10%
COc1cc(C(=O)NCC(=O)NCCN2C(=O)S/C(=C\c3ccccc3Cl)C2=O)cc(OC)c1OC	-2	1	0.2	0%	-12%	-7%	-4%	-3%	-8%
O=C(COc1ccccc1[N+](=O)[O-])N/N=C/c1cccc(OC(=O)c2ccc3c(c2)OCO3)c1	6	-11	6.8	3%	5%	-6%	-1%	10%	0%
COc1ccc(C(=O)N2CCCC2)cc1S(=O)(=O)N1CCOCC1	-1	-2	0.0	-2%	1%	18%	0%	-2%	-7%
O=C(Nc1ccc(F)c(F)c1)c1ccc(-n2cncn2)c([N+](=O)[O-])c1	-27	-2	0.4	3%	1%	5%	-1%	-1%	57%
COCCNC(=O)C1(C)CCCN(Cc2ccc(-c3ccccn3)cc2)C1 (centres undefined)	.	-3	.	-2%	.	.	.	-3%	-11%

Next section
SMILES	D2 antagonist	LDHA block	D2 agonist	Vif-APOBEC3G blk	Vif-A3F inh	RGS4 inh	ERG-DNA inh	GRP78 ERSR act	12-LOX inh
Cc1ccc(N2C(=O)CS(=O)(=O)CC2=O)cc1	-15	-6	0.9	-1%	8%	-22%	1%	-1%	-17%
CC1=C(C)C(=O)OC(C(C)C2CCC3C4CC=C5CC(OC6OC(COC7OC(CO)C(O)C(O)C7O)C(O)C(O)C6O)CC(O)C5(C)C4CCC23C)C1 (centres undefined)	11	1	-0.3	-1%	7%	-33%	4%	-3%	31%[activator]
NC(=O)CSc1oc(-c2cccs2)nc1S(=O)(=O)c1ccc(Br)cc1	.	-2	-0.7	-3%	-24%	-38%	-2%	-3%	?
COc1ccc(CCN2CC(O)=C(c3nc4ccccc4c(=O)[nH]3)C2=N)cc1OC	-3	-18	-0.4	-1%	-6%	12%	-1%	-2%	-2%
C=CCN1C2CCCC1CC(NC(=O)Nc1cccc(C(C)=O)c1)C2 (centres undefined)	33*	2	10	2%	3%	-36%	0%	-5%	39%[activator]
CCCCCCNC(=O)c1c(O)c2ccccc2[nH]c1=O	12	0	0.4	-2%	-6%	-24%	1%	1%	-15%
COc1ccc(NC(=O)CCCCCN2C(=O)c3cccc([N+](=O)[O-])c3C2=O)c(OC)c1	1	-9	-0.3	6%	-2%	-29%	-9%	-2%	?
CC1Oc2ccccc2N(Cc2ccc(F)cc2)C1=O (centres undefined)	1	0	-0.8	-13%	-1%	8%	-2%	-5%	0%
COc1ccc(-n2nc3ccc(NC(=O)c4cccc(OCCC(C)C)c4)cc3n2)cc1	.	2	2.9	2%	-1%	5%	4%	-5%	-20%
Cn1c(CNC(=O)CCNC(=O)c2cccc(Cl)c2)cc(=O)n(C)c1=O	-13	0	-0.6	-7%	-3%	-8%[56.9 µM]	-2%	-3%	1%
O=C(N[C@@H](Cc1c[nH]c2ccccc12)C(=O)O)C1CCN(S(=O)(=O)c2cccs2)CC1	-5	-4	0.9	-4%	-14%	13%	4%	-3%	-2%
COc1ccc(N/N=C(/C(N)=O)C2=NC(C)(C)Cc3ccccc32)cc1	-1	2	-0.8	-4%	-15%	-11%	12%	-4%	?
CCOC(=O)c1csc(-c2ccc3c(c2)CCO3)n1	13	-1	0.6	-3%	25%	-3%	4%	-1%	-11%
CCOC(=O)N1CCN(C(=O)c2ccccc2NC(C)=O)CC1	4	-8	-0.4	3%	-18%	23%	-1%	-5%	-5%
CC(=O)N1CCOc2cc(S(=O)(=O)NCc3ccccc3Cl)c(C)cc21	.	-22	1.8	2%	-12%	9%	2%	0%	-16%
O=C(CCCN1C(=O)/C(=C/c2cccs2)SC1=S)Nc1cccnc1	1	-6	0.0	-6%	15%	-21%	2%	-7%	-14%
COc1ccccc1-n1cnc2c(c1=O)c1nc3ccccc3nc1n2-c1ccc(C)c(C)c1	-7	-2	-0.1	4%	-12%	24%	7%	-3%	-21%
Cc1ccc2cc(C#N)c(NCCNC(=S)NCCCN3CCOCC3)nc2c1	-12	1	-0.8	0%	5%	-17%	6%	-1%	-10%
CCCC(=O)Nc1ccc(-c2nc3cc(C)c(C)cc3o2)cc1	-10	-16	0.0	-1%	1%	18%	-4%	10%	1%
Cc1oc2c(c1C(=O)NCCO)CCCC2	9	3	-0.4	-1%	1%	31%	-8%	-5%	-10%
Cc1ccc(NS(=O)(=O)c2cc(C(=O)N3CCN(CCO)CC3)ccc2C)cc1	2	-11	-0.1	1%	-3%	3%	8%	-3%	-15%
N#CCC(=O)N1CCN(Cc2ccc3c(c2)OCO3)CC1	.	3	.	0%	6%	8%	-11%	2%	-30%
COC(=O)c1ccc(C2NC(C(=O)O)CS2)cc1 (centres undefined)	6	-5	0.0	0%	2%	?	-1%	-2%	0%
CC(C)(C)c1nnc(NC(=O)C2CCN(C(=O)c3ccco3)CC2)s1	-26	-3	-0.8	0%	-15%	12%	17%	-4%	?
CCOc1ccc(C(C)C)cc1S(=O)(=O)Nc1ccc(Cl)cn1	-7	-4	0.8	0%	1%	3%	4%	-6%	7%
Nc1nc(SCc2c(Cl)cccc2Cl)n[nH]1	-15	-5	-0.6	0%	-5%	-1%	4%	-5%	?
O=C(c1ccc(N2CCOCC2)c([N+](=O)[O-])c1)N1CCCCC1	12	-3	0.0	-1%	0%	-7%	8%	0%	-1%
CCOc1ccccc1NC(=O)Cn1c(=O)oc2cc(S(=O)(=O)NCc3ccccc3)ccc21	.	-11	-0.3	5%	0%	18%	-1%	-3%	-28%
CN1CC(=O)NC1=NC(=O)c1ccc(Cl)c(S(=O)(=O)N2CCCCCC2)c1	15	2	-0.1	-4%	0%	-8%	-12%	-3%	-1%
Cc1ccc(NC(=O)C2(c3ccc([N+](=O)[O-])cc3)CCCC2)cc1	-5	-1	2.6	-4%	-3%	1%	11%	-5%	-2%

Only part of the results is shown. The share of hits here may be higher or lower than overall.
